High-throughput results deposited in PubChem by NMMLSC.
VLA-4 inh: inhibition in a human VLA-4 binding assay | 330,000 tested, 0.2% active | VLA-4 expressing cells, ligand binding flow cytometry | inhibition, % (about 7 µM as worked out from the volumes in the protocol); in the data active means inhibition above about 50%
MEP2 TOR yeast: alters MEP2-GFP fluorescence in TOR pathway yeast screen | S. cerevisiae MEP2-GFP strain, flow cytometry GFP, 3 h; 100% = DMSO control level | GFP response vs DMSO, % at 10 µM | 330,000 tested, 0.51% active;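 active means GFP response versus DMSO above a set limit, roughly screen mean plus 3 SD, cut at about 180% in these data; inconclusive means fewer than 70 cells counted for a yeast strain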;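 further: median GFP fluorescence of the barcode-gated MEP2-GFP cells per well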
CIT2 TOR yeast: yeast TOR pathway CIT2-GFP modulation; GFP response vs DMSO, % at 10 µM; AID 2029; S. cerevisiae CIT2-GFP strain, flow cytometry, 3 h; 100 means same as DMSO wells; 320,000 tested, 0.065% active;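 active means GFP response relative to DMSO above a set limit, near the screen mean plus 3 SD, cut at about 150% in these data; inconclusive means Fewer than 70 cells measured for a yeast strain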;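 further: ratio of well median GFP fluorescence to mean of DMSO wells on the plate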
RPL19A TOR yeast: yeast TOR pathway RPL19A-GFP modulation. S. cerevisiae RPL19A-GFP strain, flow cytometry, 3 h; active compounds read low. percent response vs DMSO, % at 10 µM. 330,000 tested, 0.3% active. AID 2025;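 active means percent response vs DMSO below 50%; inconclusive means fewer than 70 events counted for the yeast strain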;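 further: median channel GFP fluorescence of the barcoded RPL19A-GFP strain; ratio of sample median GFP to plate DMSO average so 100% = DMSO; lower means less RPL19A-GFP as with rapamycin TOR inhibition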
Yeast superoxide: lowers age-related superoxide in aged yeast cells. S. cerevisiae aged cells, superoxide DHE fluorescence; active compounds read low. 330,000 tested, 0.18% active. superoxide response (% of plate mean), % at 10 µM;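 active means superoxide response under a set limit, about three screen SD below normal, cut at about 65% in these data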;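 further: yeast aged for seven days with compound at 30 °C before DHE staining; 100% = average MFI of all compound-treated wells on the plate with controls excluded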
LAP4 TOR yeast: modulators of TOR pathway LAP4-GFP in S. cerevisiae. AID 2023. GFP response vs DMSO, % at 10 µM. 320,000 tested, 0.34% active. S. cerevisiae LAP4-GFP multiplex, flow cytometry GFP, 3 h; median GFP as percent of DMSO wells;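 active means GFP response vs DMSO above a set limit, about the screen mean plus 3 SD, cut at about 150% in these data; inconclusive means under 70 cell events counted for the yeast strain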
AGP1-GFP MLPCN: yeast TOR pathway AGP1-GFP modulation | S. cerevisiae AGP1-GFP multiplex flow cytometry, 3 h; GFP as percent of DMSO wells | GFP response vs DMSO, % at 10 µM | 320,000 tested, 0.02% active | AID 2066;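 active means GFP response relative to DMSO above a set limit, near screen average plus 3 SD, cut at about 150% in these data; inconclusive means fewer than 70 cells counted for the yeast strain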;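 further: median GFP channel fluorescence of the gated AGP1 strain per well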
GRK2 inh: inhibitors of human GRK2 displacing RNA aptamer; bead flow cytometry, FAM-aptamer displacement from GRK2; inhibition of aptamer binding, % at 10 µM; P25098; 330,000 tested, 0.59% active;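 active means inhibition of aptamer binding above 40%, roughly 3 SD of noise, on plates passing a quality check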;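 further: median bead fluorescence of bound FAM aptamer so fluorescent compounds give negative values; no value below 0 was filed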
Target sequence (P25098 whole entry, looked up): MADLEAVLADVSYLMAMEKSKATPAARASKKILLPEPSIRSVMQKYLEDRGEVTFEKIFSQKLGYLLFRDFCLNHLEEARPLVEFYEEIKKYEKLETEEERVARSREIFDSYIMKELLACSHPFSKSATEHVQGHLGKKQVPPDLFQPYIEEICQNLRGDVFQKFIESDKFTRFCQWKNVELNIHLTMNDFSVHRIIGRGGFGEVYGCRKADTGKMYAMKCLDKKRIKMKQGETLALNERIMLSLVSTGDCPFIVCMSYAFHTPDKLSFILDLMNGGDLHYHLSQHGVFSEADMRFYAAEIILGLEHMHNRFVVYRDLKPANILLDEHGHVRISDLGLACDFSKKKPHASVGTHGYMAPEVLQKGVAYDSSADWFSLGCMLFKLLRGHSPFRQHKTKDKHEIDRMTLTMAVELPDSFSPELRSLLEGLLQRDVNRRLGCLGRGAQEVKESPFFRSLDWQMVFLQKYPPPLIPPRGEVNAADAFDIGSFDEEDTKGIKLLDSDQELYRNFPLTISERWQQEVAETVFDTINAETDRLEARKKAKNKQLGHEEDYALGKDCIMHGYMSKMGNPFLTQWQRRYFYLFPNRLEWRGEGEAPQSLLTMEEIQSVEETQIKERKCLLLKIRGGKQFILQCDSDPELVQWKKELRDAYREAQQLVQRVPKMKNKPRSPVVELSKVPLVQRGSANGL
* = called active by the depositor; u = inconclusive; x = not tested or not shown; [ ] = another dose, or the depositor's remark.

Each structure is followed by: CIT2 TOR yeast	MEP2 TOR yeast	RPL19A TOR yeast	AGP1-GFP MLPCN	LAP4 TOR yeast	VLA-4 inh	Yeast superoxide	GRK2 inh
- CCN(CC(=O)Nc1ccc(OC)cc1)C(=O)c1cc(S(=O)(=O)N2CCOCC2)ccc1N1CCCC1
 : 99	102	101	103	98	6	100	1
- COc1ccc(NC2CCCN(C(=O)CCc3ccccc3F)C2)cc1 (stereo not drawn)
 : 95	95	89	104	100	5	88	1
- CC(=O)Nc1sc2c(c1CN1CCN(c3ccc(F)cc3)CC1)CCCC2
 : 102	100	99	98	95	9	100	0
- Cc1ccc(NS(=O)(=O)c2ccc(OCC(=O)Nc3cccc([N+](=O)[O-])c3)c(C)c2)cc1
 : 95	102	99	100	108	-5	99	7
- O=C(CCN1C(=O)CSc2ccccc21)Nc1ccc(C(F)(F)F)cc1
 : 87	99	97	95	110	7	107	3
- Cc1nnc(NC(=O)CSc2nc(CC(C)C)nc3c2c(=O)n(C)c(=O)n3C)s1
 : 95	103	97	99	97	6	109	1
- CN(CCC#N)C(=O)c1cc2c(s1)-c1ccccc1SC2
 : 106	105	102	97	101	10	103	2
- Nc1nc(CCl)nc(Nc2ccccc2)n1
 : 90	87	89	94	100	-5	94	1
- COc1ccc2[nH]c(=O)c(CN(c3ccc(C)c(C)c3)S(C)(=O)=O)cc2c1
 : 97	101	95	103	99	-1	89	1
- CC12CC3CC(C)(C1)CC(CN)(C3)C2
 : 110	107	104	106	110	1	101	0
- CCC(c1nnc(SCC(=O)Nc2nnc(-c3ccccc3)o2)o1)N(C)C (stereo not drawn)
 : 94	101	100	98	98	1	87	4
- CCc1c(C(=O)N2CCOCC2)csc1C
 : 104	102	101	97	98	-5	92	3
- CC(C(=O)Nc1ccccc1)N1C(=O)c2ccccc2C1=O (stereo not drawn)
 : 99	101	96	104	98	15	94	0
- Cc1ccc(S(=O)(=O)Nc2ccc(NC(=O)c3cccs3)cc2)cc1
 : 92	113	98	104	122	6	101	0
- O=S(=O)(NC(=S)NC1CCCCC1)c1ccccc1
 : 82	98	97	87	107	1	105	4
- Cc1cc(C)c(C(=O)Nc2ccc(C)c(C)c2)c(CC(C)(C)C(=O)O)c1
 : 90	100	99	101	109	18	101	0
- CN1C(=O)C(C)(C)c2cc(S(=O)(=O)NCCc3ccc(Cl)cc3)ccc21
 : 104	110	106	111	108	-7	104	2
- Cc1cc(C(=O)COC(=O)c2ccc(O)cc2)c(C)n1CC(F)(F)F
 : 97	93	94	93	91	4	101	1
- O=C(NCCc1ccccc1)C1CC(=O)N(c2ccc3c(c2)OCCO3)C1 (stereo not drawn)
 : 96	99	103	109	102	0	84	4
- CCOc1cccc(CN2CCCC(CNC(=O)c3cccc(OC)c3OC)C2)c1 (stereo not drawn)
 : 100	105	102	98	91	0	90	2
- COc1ccc(NC(=O)c2cccnc2N2CCOCC2)cc1
 : 101	90	94	96	105	-3	94	0
- Cc1nnc(NC(=O)CSc2nnc(-c3ccco3)o2)s1
 : 95	97	94	102	98	1	90	0
- Cc1ccc(NC(=O)Nc2ccccc2C#N)c(Cl)c1
 : 88	98	97	90	98	5	98	6
- CN(c1ccc(C(=O)Nc2ccc(F)cc2F)cc1)S(=O)(=O)c1ccccc1
 : 91	98	97	97	98	-6	103	2
- Cn1c(Cn2nnc3ccccc32)nnc1SCC(=O)Nc1nccs1
 : 97	100	102	95	92	6	95	0
- CC(C)(C)OC(=O)N1CCN(C(=O)[C@H](Cc2ccc(O)cc2)n2cc(CCO)nn2)CC1
 : 96	88	99	88	92	9	95	1
- Cn1ncc(N2CCN(C(=O)c3ccc(Cl)cc3)CC2)c(Cl)c1=O
 : 90	98	95	106	93	5	93	0
- O=C1NCCCN1Cc1ccc(F)cc1
 : 98	103	96	96	102	9	92	0
- C/C(CC(C)C)=N\NC(=O)Nc1ccccc1
 : 91	99	100	91	90	14	85	2
- C/C(=N\NC(=O)c1ccc([N+](=O)[O-])cc1)c1c(O)cc(C)oc1=O
 : 104	98	101	102	94	-8	111	8

12 structures out of the list, ordered by length of the SMILES, rising:
Each structure is followed by: CIT2 TOR yeast	MEP2 TOR yeast	RPL19A TOR yeast	AGP1-GFP MLPCN	LAP4 TOR yeast	VLA-4 inh	Yeast superoxide	GRK2 inh
- CCc1c(C(=O)N2CCOCC2)csc1C
 : 104	102	101	97	98	-5	92	3
- C/C(CC(C)C)=N\NC(=O)Nc1ccccc1
 : 91	99	100	91	90	14	85	2
- O=S(=O)(NC(=S)NC1CCCCC1)c1ccccc1
 : 82	98	97	87	107	1	105	4
- CN(CCC#N)C(=O)c1cc2c(s1)-c1ccccc1SC2
 : 106	105	102	97	101	10	103	2
- CC(C(=O)Nc1ccccc1)N1C(=O)c2ccccc2C1=O (stereo not drawn)
 : 99	101	96	104	98	15	94	0
- COc1ccc(NC2CCCN(C(=O)CCc3ccccc3F)C2)cc1 (stereo not drawn)
 : 95	95	89	104	100	5	88	1
- Cc1ccc(S(=O)(=O)Nc2ccc(NC(=O)c3cccs3)cc2)cc1
 : 92	113	98	104	122	6	101	0
- CCOc1cccc(CN2CCCC(CNC(=O)c3cccc(OC)c3OC)C2)c1 (stereo not drawn)
 : 100	105	102	98	91	0	90	2
- CN(c1ccc(C(=O)Nc2ccc(F)cc2F)cc1)S(=O)(=O)c1ccccc1
 : 91	98	97	97	98	-6	103	2
- C/C(=N\NC(=O)c1ccc([N+](=O)[O-])cc1)c1c(O)cc(C)oc1=O
 : 104	98	101	102	94	-8	111	8
- COc1ccc2[nH]c(=O)c(CN(c3ccc(C)c(C)c3)S(C)(=O)=O)cc2c1
 : 97	101	95	103	99	-1	89	1
- CC(C)(C)OC(=O)N1CCN(C(=O)[C@H](Cc2ccc(O)cc2)n2cc(CCO)nn2)CC1
 : 96	88	99	88	92	9	95	1

(next part)
Each structure is followed by: CIT2 TOR yeast	MEP2 TOR yeast	RPL19A TOR yeast	AGP1-GFP MLPCN	LAP4 TOR yeast	VLA-4 inh	Yeast superoxide	GRK2 inh
- CCOC(=O)n1c(=O)[nH]c2ccc(Br)cc21
 : 99	98	97	104	99	-6	107	1
- CCOC(=O)c1ccc(S(=O)(=O)N2CCN(CCc3ccncc3)CC2)cc1
 : 100	101	101	100	96	-1	109	3
- CCOC(=O)C(Cc1ccccc1)NC(=O)CNC(=O)CNC(=O)OCc1ccccc1 (stereo not drawn)
 : 112	111	104	113	109	6	102	4
- O=C(NCc1ccccc1)c1noc2c1CCCCC2
 : 89	114	104	109	115	x	108	2
- CC(C)C(=O)Nc1cccc(C(=O)Nc2cc([N+](=O)[O-])ccc2Cl)c1
 : 96	106	102	96	102	17	114	0
- O=C(CCCC(=O)Nc1cccc(Br)c1)N/N=C/c1cc([N+](=O)[O-])ccc1O
 : 93[may fluoresce red]	95[may fluoresce red]	u	u	69[may fluoresce red]	-5	94	0
- CCOc1ccc(N2C(=O)CC(NC3CCN(C(=O)c4cccs4)CC3)C2=O)cc1 (stereo not drawn)
 : 113	99	107	95	76	5	95	1
- Cc1ccccc1NC(=O)Cc1nc(COC(=O)COc2cccc(C)c2C)cs1
 : 98	100	95	104	104	-2	111	2
- O=C(Nc1ccc(C(=O)N2CCCCC2)cc1)c1cccc([N+](=O)[O-])c1
 : 95	96	98	96	90	7	129	2
- CCOC(=O)N1CCC(N2Cc3cccc(C(=O)NCC4CCN(CC(C)C)C4)c3C2=O)CC1 (stereo not drawn)
 : 147	101	119	122	110	-4	73	0
- CCOc1ccc(N(CC(=O)Nc2ccc(C)cc2C)S(C)(=O)=O)cc1
 : 107	116	106	103	102	23	107	8
- COc1ccccc1C(=O)COC(=O)c1c(-c2ccccc2)noc1C
 : 73	90	87	92	108	-1	103	1
- COCCCNC(=S)N(Cc1ccccc1)Cc1ccccc1
 : 107	102	104	97	86	2	97	x
- Nc1ccc(C(=O)N/N=C/c2c[nH]c3ccccc23)cc1
 : 101	102	101	99	100	5	104	0
- C/C(=N\OCC(=O)Nn1c(=O)[nH]c2ccccc2c1=O)c1cccs1
 : 100	95	96	97	111	-1	93	3
- COc1cc(/C=C/C(=O)Oc2coc(CSc3ncccn3)cc2=O)cc(OC)c1OC
 : 91	92	95	99	95	2	90	2
- Cc1cc(NC(=O)CC2CCCC2)n(-c2nc3ccccc3[nH]2)n1
 : 106	105	99	99	97	-6	92	0
- CC(=O)Nc1ccc(NC(=O)C2C3CCC(C3)C2C(=O)O)cc1 (stereo not drawn)
 : 101	96	98	98	101	-1	81	0
- O=C(NC(Cc1ccccc1)C(=O)N1CCCC1C(=O)O)c1ccccc1 (stereo not drawn)
 : 93	93	91	92	90	17	102	1
- Cc1csc(SCC(=O)NC(=O)Cc2ccccc2)n1
 : 99	102	102	101	94	7	111	0
- COc1cccc(OC)c1C(=O)Nn1c(C2CCC2)nc2ccccc2c1=O
 : 96	107	87	103	107	-4	98	0
- Cc1ccc2nc(SCC(=O)c3ccc(Cl)s3)[nH]c2c1
 : 91	100	100	95	107	-2	101	0
- COc1ccc(NC(=O)NC2CCCc3ccccc32)cc1 (stereo not drawn)
 : 82	107	119	96	75	-3	99	7
- Cc1ccccc1CN1C[C@@H]2C[C@@H](c3cnc(N4CCOCC4)s3)N3CCC[C@@]23C1=O
 : 101	103	105	98	89	-12	99	0
- Cc1ccc(CNC(=O)C2CCC(=O)N(CCc3ccc(Cl)cc3)C2)cc1 (stereo not drawn)
 : 93	95	104	97	95	16	86	4
- CC(C)(C)OC(=O)C[C@@H]1C/C=C\C[C@@H](CC(=O)N(CCO)Cc2ccccc2)C(=O)N2CCC[C@@H]2COC1=O
 : 94	98	98	106	90	3	85	2
- CC(C)(CO)NCC(O)COc1ccc2c(c1)CCC2 (stereo not drawn)
 : 97	101	102	95	90	12	94	0
- Cc1ccc(-c2ccnc3cc(C)nn23)cc1
 : 105	106	109	98	87	1	102	1
- O=C(N/N=C/c1ccco1)C1CCCC1
 : 95	89	92	94	93	2	97	5
- CC(C)Oc1ccc(N2CC(C(=O)Nc3ccc4c(c3)OCO4)CC2=O)cc1 (stereo not drawn)
 : 107	102	101	105	102	6	101	1

The results go on.
Each structure is followed by: CIT2 TOR yeast	MEP2 TOR yeast	RPL19A TOR yeast	AGP1-GFP MLPCN	LAP4 TOR yeast	VLA-4 inh	Yeast superoxide	GRK2 inh
- Cc1ccc(-c2nnn(CC(=O)N(c3ccc(F)cc3)C(C(=O)NC3CCCC3)c3ccncc3)n2)o1 (stereo not drawn)
 : 105	112	106	97	95	-8	96	0
- CC(C)c1nc(CN2CCCCC2)cc(=O)[nH]1
 : 91	96	89	92	90	11	105	0
- O=C(COC(=O)C1CCN(c2ccc(C(F)(F)F)cn2)CC1)Nc1ccc(Cl)cc1
 : 79	90	87	83	104	3	92	2
- COc1ccc(NC(=O)Nc2ccccc2F)c(C)c1
 : 97	100	98	95	100	12	93	1
- Cc1ccc[n+](CC(=O)c2ccccc2)c1
 : 100	112	105	95	114	1	101	0
- O=C(N/N=C/c1cccc(Oc2ccccc2)c1)c1cccc(Br)c1
 : 90	94	94	95	110	1	114	1
- Cc1ccc(N(C(=O)c2csnn2)C(C(=O)NC2CCCCC2)c2ccccn2)c(C)c1 (stereo not drawn)
 : 106	88	103	104	102	5	102	0
- CCc1cccc(C)c1NC(=S)N(CCN(C)C)Cc1cccs1
 : 117	113	105	115	105	16	104	1
